Screens deposited in PubChem BioAssay by several laboratories.
bovine MsrA act = activates bovine MsrA enzyme. purified bovine MsrA, absorbance read-out. activation, % at 10.6 µM. 360,000 tested, 0.3% active. AID 602163; in the data active means activation above about 7.5%;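 further: 0% = vehicle and 100% = reference activator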
MLLE-PAM2 inh = inhibitors of microRNA-mediated deadenylation, human PABP1 MLLE binding; P11940; GST-MLLE / FITC-PAM2 fluorescence polarization; inhibition, % at 20 µM; 360,000 tested, 0.36% active; AID 588489; in the data active means inhibition above about 35%, passing the limit was not always enough;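 further: plate controls were DMSO wells with GST-MLLE for no effect and wells lacking GST-MLLE protein for full effect; some results filed as inactive read as strong as hits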
Target sequence (P11940 whole entry, looked up): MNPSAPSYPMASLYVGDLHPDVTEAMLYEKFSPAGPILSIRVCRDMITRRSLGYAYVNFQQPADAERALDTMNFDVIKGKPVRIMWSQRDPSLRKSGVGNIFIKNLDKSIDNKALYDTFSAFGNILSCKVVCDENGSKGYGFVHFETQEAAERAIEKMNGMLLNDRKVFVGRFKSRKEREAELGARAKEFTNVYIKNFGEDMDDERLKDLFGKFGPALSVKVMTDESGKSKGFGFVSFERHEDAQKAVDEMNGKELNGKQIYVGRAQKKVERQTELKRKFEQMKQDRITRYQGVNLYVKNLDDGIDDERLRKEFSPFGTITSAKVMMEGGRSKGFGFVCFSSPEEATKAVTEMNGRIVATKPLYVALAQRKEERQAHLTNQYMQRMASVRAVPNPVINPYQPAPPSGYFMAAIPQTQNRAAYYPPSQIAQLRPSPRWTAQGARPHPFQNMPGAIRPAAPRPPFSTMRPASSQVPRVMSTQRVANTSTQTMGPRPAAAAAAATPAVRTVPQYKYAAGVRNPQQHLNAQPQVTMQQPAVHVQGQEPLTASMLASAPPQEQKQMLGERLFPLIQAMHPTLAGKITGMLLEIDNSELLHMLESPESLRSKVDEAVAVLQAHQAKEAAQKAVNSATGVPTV
E coli Lon inh = inhibits E. coli Lon protease; purified E. coli Lon protease, fluorescence polarization; 360,000 tested, 0.42% active; P0A9M0; inhibition, % at 7.94 µM; in the data active means inhibition above about 13%, passing the limit was not always enough;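 further: 0% = enzyme with probe and DMSO and 100% = no enzyme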
MsrA inhibitor = inhibitors of bovine MsrA | purified bovine MsrA, absorbance read-out | inhibition, % at 15.5 µM | 360,000 tested, 0.75% active | AID 651718; in the data active means inhibition above about 4.5%;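 further: 0% = vehicle wells with enzyme and 100% = reference inhibitor wells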
Rin1 Abl inh = blocks binding of human Rin1 to Abl. TR-FRET Rin1/Abl binding, biochemical. inhibition, % at 7.35 µM. 360,000 tested, 0.4% active. P00519+Q13671. AID 588664; in the data active means inhibition above about 5%, passing the limit was not always enough
FAS-TE inh = FAS thioesterase (human) inhibition. P49327. AID 602261. 360,000 tested, 0.67% active. inhibition, % at 15 µM. recombinant FAS-TE, OMFH fluorogenic substrate, fluorescence endpoint;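 active means compounds whose normalised, plate-corrected inhibition of enzyme fluorescence in the single-dose primary screen is 50% or more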;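 further: 0% = DMSO with enzyme and 100% = substrate without enzyme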
CSN inh = CSN deneddylation inhibition | Q92905 | 360,000 tested, 0.38% active | AID 651999 | inhibition, % at 12.5 µM | Purified CSN, SCF-Nedd8-OG deneddylation, fluorescence polarization;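 active means pattern-corrected inhibition above about 35%, with an unprinted fluorescence ratio check between 0.5 and 1.5, limit read from the data, passing the limit was not always enough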;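 further: 0% = enzyme with substrate and 100% = substrate without enzyme; some results filed as inactive read as strong as hits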
Target sequence (Q92905 whole entry, looked up, one chain of several): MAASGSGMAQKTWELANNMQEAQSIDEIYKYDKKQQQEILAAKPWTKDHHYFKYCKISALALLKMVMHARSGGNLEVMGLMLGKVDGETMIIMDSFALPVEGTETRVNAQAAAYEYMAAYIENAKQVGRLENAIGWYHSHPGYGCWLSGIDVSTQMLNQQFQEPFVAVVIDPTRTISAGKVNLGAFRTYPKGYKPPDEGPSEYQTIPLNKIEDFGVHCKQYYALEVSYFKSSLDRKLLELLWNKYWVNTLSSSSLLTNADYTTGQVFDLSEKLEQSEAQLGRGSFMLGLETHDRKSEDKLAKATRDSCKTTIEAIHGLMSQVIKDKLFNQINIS
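Assay system: HEK293T-derived human Csn5 enzyme; quantity: 0.24 nM enzyme; medium: Tris/NaCl/DTT buffer, pH 7.5; also added: substrate SCFSkp2-Nedd8OG, 10 nM; doses: 12.5 µM compound; schedule: 90 min reaction at room temperature; signal: FP; read-out: % inhibition of substrate cleavage by Csn5; benchmarks: substrate-only high control, full reaction low control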
Neddylation inh = blocks human cullin neddylation; P61081+Q13564; TR-FRET cullin neddylation, biochemical; calls only at 25 µM; 360,000 tested, 0.58% active; in the data active means inhibition above about 36%
Tb MetRS inh = Trypanosoma brucei MetRS inhibition; purified T. brucei MetRS, ATP depletion, Kinase-Glo luminescence; 360,000 tested, 0.4% active; inhibition, % at 11.9 µM; AID 624268;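 active means inhibition above a per-plate cutoff of the control wells' mean inhibition plus 3 SD, cut at about 5.5% in these data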;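 further: 0% = DMSO wells median and 100% = median of wells with control inhibitor compound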
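Material: parasite MetRS enzyme / Replication: singlicate, one well per compound / Signal: luminescence of leftover ATP / Schedule: 2 h aminoacylation at 25 °C after 15 min preincubation / Medium: HEPES-MgCl2-KCl buffer plus DTT, spermine, BSA, pyrophosphatase / Doses: 11.9 µM single point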
Starred values were filed as active, the others as inactive; i = inactive; . = no result given; + = active, no number.

[1] CC(=O)Nc1cccc(NC(=O)CSc2nnc(Cc3cccn3C)n2-c2ccc(F)cc2)c1
[2] CCC(C)(C)NC(=O)C(c1ccc(OC)cc1)N(CCOC)C(=O)CCC(=O)Nc1nccs1 (stereo not drawn)
[3] O=C(NNC(=S)Nc1ccc(Cl)cc1)c1cccs1
[4] COc1ccc(N2CCN(C(=O)COC(=O)[C@@H](NC(=O)c3ccccc3Cl)C(C)C)CC2)cc1
[5] CSCCC(NC(=O)c1ccccc1)C(=O)N1CCN(Cc2ccc(Cl)cc2)CC1 (stereo not drawn)
assay / compound	1	2	3	4	5
Tb MetRS inh	-0.8	-0.6	-1.1	0.1	-0.3
E coli Lon inh	0	-4	1	9	3
MsrA inhibitor	-0.4	-1.0	1.8	2.5	-0.7
Rin1 Abl inh	0	-4	0	2	3
Neddylation inh	i	i	i	i	i
MLLE-PAM2 inh	-6	11	33	-4	7
CSN inh	5	0	-5	0	0
FAS-TE inh	-2	-3	-6	-2	2
bovine MsrA act	0	-1	-7	-2	-1

Reprinted at random: 3 compounds from above, in no set order.
[3] O=C(NNC(=S)Nc1ccc(Cl)cc1)c1cccs1
[1] CC(=O)Nc1cccc(NC(=O)CSc2nnc(Cc3cccn3C)n2-c2ccc(F)cc2)c1
[5] CSCCC(NC(=O)c1ccccc1)C(=O)N1CCN(Cc2ccc(Cl)cc2)CC1 (stereo not drawn)
assay / compound	3	1	5
Tb MetRS inh	-1.1	-0.8	-0.3
E coli Lon inh	1	0	3
MsrA inhibitor	1.8	-0.4	-0.7
Rin1 Abl inh	0	0	3
Neddylation inh	i	i	i
MLLE-PAM2 inh	33	-6	7
CSN inh	-5	5	0
FAS-TE inh	-6	-2	2
bovine MsrA act	-7	0	-1

Going on with the list:
[6] C/C(=N\Nc1nc(N2CCCCC2)nc(N2CCOCC2)n1)c1ccccc1O
[7] COC(=O)CNC(=O)C1CC(=O)N(CCc2ccc(F)cc2)C1 (stereo not drawn)
[8] COc1ccc(/C=C2\N=C(C)OC2=O)cc1[N+](=O)[O-]
[9] COc1ccc(S(=O)(=O)NNC(=S)NCCc2ccccc2)c(OC)c1
[10] O=C(Cc1ccccc1)c1ccccc1C(=O)N1CCCCC1
assay / compound	6	7	8	9	10
Tb MetRS inh	-0.2	-1.1	-0.2	-0.1	0.2
E coli Lon inh	0	-6	1	10	7
MsrA inhibitor	0.4	1.4	-1.1	1.0	0.1
Rin1 Abl inh	3	-5	-2	2	6
Neddylation inh	i	i	i	i	i
MLLE-PAM2 inh	9	-9	-2	6	-9
CSN inh	-2	1	-5	6	-4
FAS-TE inh	23	-8	2	-7	-7
bovine MsrA act	-1	-9	-2	-3	-4

[11] CC(=O)c1cccc(CN2CCN(CCC(C)C)C(CCO)C2)c1 (stereo not drawn)
[12] COc1ccc(NS(=O)(=O)c2ccc(C)c(C(=O)N3CC(C)OC(C)C3)c2)cc1 (stereo not drawn)
[13] CCN(CC)CCNC(=O)CCc1n[nH]c(=O)c2ccccc12
[14] COc1ccc(N2CCN(C(=O)Nc3ccc(S(=O)(=O)N(C)C)cc3)CC2)cc1
[15] COc1ccc(OC)c(/C=N/NC(=O)c2ccc(=O)[nH]n2)c1
assay / compound	11	12	13	14	15
Tb MetRS inh	0.5	-0.6	-0.6	0.2	-0.6
E coli Lon inh	-1	-4	0	-5	-5
MsrA inhibitor	0.2	0.5	1.8	-0.4	1.6
Rin1 Abl inh	1	1	-3	2	-1
Neddylation inh	i	i	i	i	i
MLLE-PAM2 inh	0	-8	0	-6	-6
CSN inh	-4	-1	0	-4	0
FAS-TE inh	-1	-6	-6	-2	-7
bovine MsrA act	-4	-9	-3	-1	-3

[16] COc1cccc(NC(=O)Cn2cc(C(=O)C3CC3)c3ccccc32)c1
[17] Cc1cc(C(=O)c2ccccc2)nc2ccccc12
[18] O=C1N=C(N2CCOCC2)S/C1=C\c1ccncc1
[19] COCc1cc(C)nc(SCC(=O)NCC2CCCO2)c1C#N (stereo not drawn)
[20] CN1CCN2c3ccccc3CC(C#N)(C#N)C2C1 (stereo not drawn)
assay / compound	16	17	18	19	20
Tb MetRS inh	0.2	-0.2	-0.5	-0.1	-1.0
E coli Lon inh	-2	12	3	-8	-5
MsrA inhibitor	2.3	0.9	4.5	-0.6	-0.6
Rin1 Abl inh	1	1	-5	2	2
Neddylation inh	i	i	i	i	i
MLLE-PAM2 inh	-11	-4	-4	-14	-13
CSN inh	0	-4	-3	4	0
FAS-TE inh	9	3	-7	-4	-4
bovine MsrA act	0	-1	-9	-3	1

[21] CC(=O)NC(Cc1ccc(F)cc1)C(=O)NC1CCN(S(=O)(=O)c2ccccc2)CC1 (stereo not drawn)
[22] Cc1cccc(N(C(=O)c2csnn2)C(C(=O)NC2CCCC2)c2ccncc2)c1 (stereo not drawn)
[23] COc1ccc(NC(=O)CNC(c2ccccc2)c2ccccc2)cc1Cl
[24] CC(C)C[C@H]1CN([C@@H](CC(C)C)CN2CCC[C@@H]2CN2C(=O)C(=O)NC[C@@H]2Cc2ccccc2)C(=O)C(=O)N1CCc1ccccc1
[25] Cc1cn([C@H]2C[C@H](O)[C@@H](CCC(=O)NCc3cccs3)O2)c(=O)[nH]c1=O
assay / compound	21	22	23	24	25
Tb MetRS inh	-0.2	-1.1	0.5	-0.4	0.0
E coli Lon inh	1	6	18*	-3	-3
MsrA inhibitor	-0.7	-1.4	0.1	-1.5	-0.3
Rin1 Abl inh	1	3	2	1	2
Neddylation inh	i	i	i	i	i
MLLE-PAM2 inh	-4	-4	0	9	-1
CSN inh	-5	-3	-1	-3	1
FAS-TE inh	-3	-5	33	-2	-5
bovine MsrA act	-1	-10	-2	-4	2

[26] Cc1ccc(S(=O)(=O)Nc2ccc(Nc3nccn4c(-c5ccccc5Oc5ccccc5)cnc34)cc2)cc1
[27] O=C(NC1CCCN(Cc2ccc(Cl)cc2)C1)c1c(F)cccc1F (stereo not drawn)
[28] Cc1noc(C)c1CSc1ccccc1C(=O)N(C)CC(=O)Nc1cccc(F)c1
[29] O=C(COc1cccc(-n2cnnn2)c1)N1CCOCC1
[30] COCCNC(=O)CCc1nnc(C2(c3ccc(Cl)cc3)CCC2)o1
assay / compound	26	27	28	29	30
Tb MetRS inh	0.2	0.4	-0.3	0.3	-0.5
E coli Lon inh	-4	-11	0	-3	-5
MsrA inhibitor	0.9	-0.3	1.1	0.6	-1.4
Rin1 Abl inh	-2	1	-2	1	4
Neddylation inh	i	i	i	i	i
MLLE-PAM2 inh	-11	4	10	-7	9
CSN inh	7	2	-1	1	0
FAS-TE inh	18	-2	-3	-7	-5
bovine MsrA act	-1	-1	-2	0	7

[31] Cc1cccc(N(C)S(=O)(=O)c2ccc3c(c2)C(C)(C)C(=O)N3C)c1
[32] O=C(Nc1ccc2c(c1)CCC2)C1CCCO1 (stereo not drawn)
[33] CCCNC(=S)N1CCC(Cc2ccccc2)CC1
[34] Cn1c(SCC(=O)NCCN2C(=O)CSC2=O)nc2ccccc2c1=O
[35] Cc1ccc(NC(=S)NCC2CCN(C(C)c3ccccc3)C2)cc1 (stereo not drawn)
assay / compound	31	32	33	34	35
Tb MetRS inh	0.2	-1.0	-0.7	-1.4	0.1
E coli Lon inh	-6	4	-7	1	-5
MsrA inhibitor	-0.4	-0.3	-1.1	-0.1	-0.8
Rin1 Abl inh	2	-3	0	3	2
Neddylation inh	i	i	i	i	i
MLLE-PAM2 inh	-11	5	-11	-44	-3
CSN inh	-2	8	-2	4	-1
FAS-TE inh	-10	-7	0	-2	-3
bovine MsrA act	0	2	-14	-2	-1

[36] Cc1ccc(C)c(C2C(=O)c3ccccc3C2=O)c1
[37] COc1ccc(OC)c(NC(=O)COC(=O)CCNc2ccccc2OC)c1
[38] Cc1nnc(SCC(=O)Nc2ccc(C(N)=O)cc2)n1-c1ccccc1
[39] COCOc1ccc(/C=C/C(=O)c2c(O)cc(OCOC)cc2OCOC)cc1
[40] CC(=O)Nc1cccc(-c2ccnc3c2CC(C(=O)NCc2ccc(N4CCN(C)CC4)cc2)O3)c1 (stereo not drawn)
assay / compound	36	37	38	39	40
Tb MetRS inh	0.1	-0.3	0.6	-0.6	0.4
E coli Lon inh	7	-5	-7	-2	-7
MsrA inhibitor	-0.7	0.2	-0.1	.	0.2
Rin1 Abl inh	-1	1	3	-2	31*
Neddylation inh	i	i	i	i	i
MLLE-PAM2 inh	-1	-11	6	0	-1
CSN inh	1	-1	1	-1	-3
FAS-TE inh	-2	4	-3	7	-2
bovine MsrA act	-3	-9	0	-1	-1

Arranged by count of non-hydrogen atoms (highest first): some entries from above
[39] COCOc1ccc(/C=C/C(=O)c2c(O)cc(OCOC)cc2OCOC)cc1
[37] COc1ccc(OC)c(NC(=O)COC(=O)CCNc2ccccc2OC)c1
[36] Cc1ccc(C)c(C2C(=O)c3ccccc3C2=O)c1
assay / compound	39	37	36
Tb MetRS inh	-0.6	-0.3	0.1
E coli Lon inh	-2	-5	7
MsrA inhibitor	.	0.2	-0.7
Rin1 Abl inh	-2	1	-1
Neddylation inh	i	i	i
MLLE-PAM2 inh	0	-11	-1
CSN inh	-1	-1	1
FAS-TE inh	7	4	-2
bovine MsrA act	-1	-9	-3

Continued.
[41] c1ccc2c(-c3cncc4ccccc34)cncc2c1
[42] CCn1cc(Br)c(C(=O)Nc2ccc(Cl)c(Cl)c2)n1
[43] Cc1cc(C)cc(N(CC(=O)NCC2CCCO2)C(=O)CN2C(=O)COc3ccccc32)c1 (stereo not drawn)
[44] O/N=C/C1=C(Cl)c2ccccc2CC1
[45] Cc1ccccc1NC(=O)/C=C/c1ccc([N+](=O)[O-])s1
[46] COc1ccccc1Cc1nc(-c2ccc(Br)o2)no1
[47] CC(=O)Nc1nnc(-c2ccc3c(c2)CCCC3)o1
assay / compound	41	42	43	44	45	46	47
Tb MetRS inh	1.5	0.1	0.4	-0.6	-0.2	-0.3	-0.2
E coli Lon inh	5	4	2	-8	-56	-14	2
MsrA inhibitor	0.3	1.7	-1.1	1.4	.	-0.3	0.2
Rin1 Abl inh	3	-4	-1	-4	-5	0	0
Neddylation inh	i	i	i	i	+	i	i
MLLE-PAM2 inh	2	13	-5	3	-18	26	-3
CSN inh	-3	-1	3	8	4	-2	3
FAS-TE inh	-2	17	-2	-6	-12	11	-2
bovine MsrA act	-10	1	-3	-5	5	-2	-2
